TTR transcr act: increases transthyretin transcription. SH-SY5Y TTR promoter Gaussia luciferase, luminescence; 100% = recombinant luciferase protein wells. activation, % at 16.7 µM. actives 1.3% (n = 92,000);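 active = activation above the mean of all tested compounds plus 3 SD, cut at about 9.5% in these data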;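 also: cells exposed to compounds for one day before reading; 0% = median of all test compound wells on the plate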
Starred values were filed as active, the others as inactive. The list is partial; rates above refer to the full screens.

TTR transcr act	Molecule
-1.4	COc1ccc2c(c1)C1CC(C)(NC(=O)C1S(=O)(=O)c1ccc(F)cc1)O2 (stereo not given)
3.1	Cc1c(Nc2nc3ccccc3n3cnnc23)cccc1[N+](=O)[O-]
0.0	Cc1cc(CNC(=S)Nc2ccc(Br)cc2Cl)nn1C
0.8	COCCN1C(=O)C(CC(=O)Nc2ccc(C(C)=O)cc2)SC1=Nc1ccccc1 (stereo not given)
1.4	COc1ccc(/C=N/NC(=O)c2sc3nc(C)cc(C)c3c2N)cc1
1.1	Cc1cc(C)n(-c2nc3c(c(=O)[nH]c(=O)n3C)n2Cc2cccc(Br)c2)n1
-0.5	Cc1cc(OCCCn2ccnc2)cc(C)c1Cl
0.5	O=C1CCCN1C1CCN(Cc2ccccc2)S(=O)(=O)N1 (stereo not given)

Next part
TTR transcr act	Molecule
-1.5	Clc1ccc(-c2ccc(/C=N/Nc3nncc(-c4ccccc4)n3)o2)cc1
-1.9	COc1ccc(C(O)P(=O)(OC(C)C)OC(C)C)c(OC)c1 (stereo not given)
0.2	COc1ccc(CNC(=O)CN(C(=O)CCC(=O)Nc2nccs2)c2cccc(C)c2)cc1
-2.5	O=C(CCCCCN1C(=O)CCC1=O)Nc1ccc(Cl)c(C(F)(F)F)c1
-2.0	COC(=O)c1ccc2nc(-c3cccc(N)c3)cn2c1
-0.8	Clc1ccc(Cn2cnc3ccccc32)cc1
1.5	CC(C)CC(=O)Nc1cccc(C(C)O)c1 (stereo not given)
-1.0	Cn1c(CNS(=O)(=O)c2ccc(F)cc2)n[nH]c1=S

New compounds follow.
TTR transcr act	Molecule
2.3	COc1cc(NC(=O)CSc2nncn2C)c(C)cc1[N+](=O)[O-]
0.6	CN(C)c1cc2c(cc1NS(=O)(=O)c1ccccc1)n(C)c(=O)n2C
-2.5	Cc1ccccc1C(=O)NC1CCCCCCC1
0.2	Cc1cccc(OCC(O)CN2CCN(CCN3C(=O)c4cccc5cccc(c45)C3=O)CC2)c1C (stereo not given)
-0.7	NNC(=O)c1cc(C23CC4CC(CC(C4)C2)C3)nc2ccccc12
5.0	Cc1ccc(NC(=O)CCCNC(=O)c2ccc(Cl)cc2)nc1
0.9	O=C(CSC1=NCCS1)Nc1ccc2ccccc2c1
1.0	C=CCNc1n[nH]c(=S)s1

Continued.
TTR transcr act	Molecule
-0.4	CC(=O)Cn1ncc(N2CCOCC2)c(Br)c1=O
2.2	Cc1ccc(-n2c(Cc3cccn3C)nnc2SCC(=O)N2CCN(c3ccccc3)CC2)cc1
0.7	CC(OC(=O)CCCN1C(=O)c2ccccc2C1=O)C(=O)Nc1ncc(Cl)cc1Cl (stereo not given)
0.8	Cc1snc(SCC(=O)c2ccc(Cl)cc2)c1C#N
0.0	C/C(O)=C(/C#N)c1nc2ccccc2[nH]1
4.0	COc1ccc(NC(=O)Nc2ccc3c(c2)C(=O)N([C@H](C)CO)C[C@H](C)[C@@H](CN(C)S(=O)(=O)c2cccs2)O3)cc1
0.9	O=C(NN1C(=O)c2ccccc2NC12CCCCC2)c1ccccc1
4.9	COc1ccccc1OCC(=O)NNC(=O)CSC(=S)N1CCCC1

Following part:
TTR transcr act	Molecule
0.2	Cc1sc2nc(NCCO)[nH]c(=O)c2c1C
-2.8	Cc1ccc(NC(=O)NC(=O)CN2C(=O)NC3(CCc4ccccc43)C2=O)c(C)c1 (stereo not given)
7.4	Cn1c(C2=C(O)CN(c3ccc4c(c3)OCCO4)C2=N)nc2ccccc21
2.8	Nc1ccccc1SC1CC(=O)N(c2ccc3c(c2)OCCO3)C1=O (stereo not given)
0.6	Cc1cccc(NC(=O)CN2C(=S)NC(C)(C)CC2C)c1C (stereo not given)
-0.5	COc1ccccc1OCC(=O)NCc1nc(-c2ccccc2)no1
-0.4	Nc1nc(SCn2nnc3ccccc3c2=O)n[nH]1
-1.4	Cn1c(=O)c2c(nc(CN3CCC(C(N)=O)CC3)n2Cc2ccccc2Cl)n(C)c1=O

More structures:
TTR transcr act	Molecule
-0.3	O=C(NCc1ccc(F)cc1)C1CCC(=O)N1CCc1ccccc1 (stereo not given)
0.4	Cc1nc(NCC2CCCO2)c2oc3ccccc3c2n1 (stereo not given)
0.3	COCCn1c(-c2ccc(Cl)cc2Cl)nc2c(c(=O)c3ccccc3n2C)c1=O
-1.5	CCN=c1scc(C)n1/N=C/c1ccc(O)c(O)c1O
1.3	Cc1cc(C)n(CC2CC(=O)N(c3ccc(C)c(Cl)c3)C2=O)n1 (stereo not given)
-3.7	CC(C)(C)S(=O)(=O)c1ccccc1C(=O)O
-0.9	Cc1ccsc1/C=N\NC(=O)c1cc(C(C)(C)C)[nH]n1
-0.5	Cc1csc(NC(=O)c2ccccc2)n1

Carrying on:
TTR transcr act	Molecule
-3.7	COc1ccc(NC(=O)Nc2ccc3[nH]ccc3c2)cc1
1.1	COCCNC(=O)CNC(=S)N(Cc1ccccc1)Cc1cccnc1
-1.0	O=C(O)c1ccccc1NC(=O)C1C2C=CC(C2)C1C(=O)O (stereo not given)
2.0	Cc1ccc(Cl)cc1N1CCN(Cc2nc3c(c(=O)[nH]c(=O)n3C)n2Cc2ccccc2F)CC1
-0.4	CSc1nc(SCC(=O)NCC2CCCO2)c2c3c(sc2n1)CN(C)CC3 (stereo not given)
1.9	CC1(C(=O)NS(=O)(=O)Cc2ccccc2)CCN1C(=O)C1(c2ccc(Cl)cc2)CCC1 (stereo not given)
-3.9	Cc1ccc(OCC(O)CN2CCN(c3ccccn3)CC2)c(C)c1 (stereo not given)
-0.6	COc1ccc(N2CCN(C(=O)COC(=O)c3ccc(CSC)o3)CC2)cc1

Continuation:
TTR transcr act	Molecule
2.7	Cc1nc(SCC(=O)Nc2ccccc2C(F)(F)F)c2c(=O)n(C)c(=O)n(C)c2n1
-1.1	CC(=O)NC(CC(=O)Nc1ccc(S(=O)(=O)NC2=NCCCCC2)cc1)c1ccccc1 (stereo not given)
1.8	COC(=O)c1ccc(C(=O)OC)c(NC(=O)COC(=O)C2CCC(C(C)(C)C)CC2)c1 (stereo not given)
-1.3	O=C(Nc1ccc(F)cc1)Nc1ccccc1F
-0.4	CCOc1ccc(CCNC(=O)c2ccccn2)cc1OCC
-1.0	C=CCN=C(NC#N)SCCc1ccccc1
0.3	O=C(C[C@H]1C[C@H]2c3cc(NS(=O)(=O)c4ccc(F)cc4)ccc3O[C@H]2[C@H](CO)O1)NCc1ccncc1
-0.7	CSC1=C(C#N)C(c2ccccc2Cl)C2=C(N1)c1ccccc1C2=O (stereo not given)

Following part:
TTR transcr act	Molecule
1.1	CC1CCCCC12NC(=O)N(CC(=O)OCC(=O)Nc1ccc(F)cc1[N+](=O)[O-])C2=O (stereo not given)
5.5	O=S(=O)([O-])CCC[n+]1c(SCCCS(=O)(=O)O)sc2ccc(Cl)cc21
-0.1	COc1c(S(=O)(=O)N2CCN(c3ccc(F)cc3)CC2)ccc(Cl)c1Cl
0.7	CC(=O)N1C(=O)C(=C2C=C(C)OC(C)=C2)c2ccccc21
-1.0	Cc1cccc(NC(=O)NCCc2c[nH]c3ccccc23)c1
-1.0	Cc1cc([N+](=O)[O-])ccc1NCc1ccc2ccccc2c1
-1.8	COC(=O)Cc1n[nH]c(=O)c2ccccc12
-2.2	O=C(CCN1C(=O)C2C3C=CC(C3)C2C1=O)Nc1ccc2ncccc2c1 (stereo not given)

Continuation:
TTR transcr act	Molecule
-2.8	CCCNC(=O)Nc1ccc(C(F)(F)F)cc1
0.2	O=c1c(Cc2c(F)cccc2Cl)c(O)ccn1CCc1ccccn1
-1.0	CC(C)(C)c1cc(CCC(=O)NNC(=O)c2ccco2)cc(C(C)(C)C)c1O
6.0	O=C(NCCc1ccccc1)c1c[nH]c2ccc(F)cc2c1=O
-0.4	NNc1cccc(C=Cc2ccccc2)cc1=O
12.7*	CC(=NCCc1ccccc1)C1=C(O)COC1=O
-2.0	CCCn1c(=C(C#N)C#N)s/c(=C2\C=Cc3ccccc3N2CC)c1=O
4.8	O=C(Cn1c(C(=O)NCCCN2CCOCC2)cc2sccc21)c1ccccc1

Going on with the list.
TTR transcr act	Molecule
-0.8	O=C(NCCCc1ccccc1)c1cccc(NC(=O)C2CCC2)c1
7.9	CCN(CC)S(=O)(=O)N1CCC(C(=O)NC2CCCC2)CC1
-1.5	CC(Oc1ccc2oc3ccccc3c2c1)C(=O)NC12CC3CC(CC(C3)C1)C2 (stereo not given)
-0.5	O=C(NCc1ccccn1)c1cc(-c2ccc(Cl)cc2)oc1C(F)(F)F
0.1	Cc1ccc2nc(NC(=O)c3ccc(-c4nc5ccccc5s4)s3)sc2c1
-2.9	O=C(Nc1ccccc1F)Nc1ccc([N+](=O)[O-])cc1Cl
-1.5	COc1cc(/C=C(/C(=O)c2cccs2)c2nc3ccccc3[nH]2)cc(OC)c1O
-1.0	Cn1c(N)c(C(=O)COC(=O)CCC2CCCC2)c(=O)n(C)c1=O

(more compounds)
TTR transcr act	Molecule
-0.8	CCCCOCCCNC(=O)C[C@@H]1C(=O)N(CCc2ccc(Cl)cc2)C2=CCCC[C@]21C(=O)OCC
0.5	COc1ccc(CNC(=S)N/N=C/c2ccncc2)cc1
-2.0	CC(C)N(Cc1ccccc1)C(=O)COC(=O)c1cc(S(=O)(=O)N(C)C)ccc1N1CCCC1
-3.9	CC(C)/C=C1\CC/C(=C\c2cccnc2)C1=O
2.6	CC1(C)Cc2c(c(-c3ccccc3)nc(N3CCOCC3)c2C(N)=O)CO1
-2.4	O=C(NCCCn1ccnc1)c1ccc(N2CCCCCC2)c([N+](=O)[O-])c1
1.9	OC(Cn1cnnc1)c1ccccc1 (stereo not given)
1.5	O=C(NCc1c(O)ccc2ccccc12)c1ccccc1

Carrying on.
TTR transcr act	Molecule
-0.1	CC(=O)c1c(C)oc2ccc(NS(=O)(=O)c3cccs3)cc12
-0.6	Cc1c(NC(=O)Nc2ccc(F)cc2)c(=O)n(-c2ccccc2)n1C
2.1	O=[N+]([O-])/C(C(Cl)=C(Cl)Cl)=C1\Nc2ccccc2O1
3.0	COC(=O)c1ccn(C(=O)c2ccc(Cl)cc2)n1
-2.3	Cc1ccc(F)cc1C(=O)N1CCCC(c2cc(C(=O)Nc3ccccc3Cl)no2)C1 (stereo not given)
0.8	O=C(O)c1ccccc1-c1ccc([N+](=O)[O-])cc1Cl
0.5	CC(C)C(OC(=O)c1ccco1)C(=O)NC1CCCC1 (stereo not given)
-0.4	CC(C)=CCC/C(C)=C/COc1ccc2ccc(=O)oc2c1

The list goes on.
TTR transcr act	Molecule
-0.7	CCOC(=O)c1ccc(S(=O)(=O)Nc2cc(S(=O)(=O)Nc3ccc(OC)cc3)ccc2O)cc1
0.6	Cc1ccc2nc(SCC(=O)N(C)C3CCS(=O)(=O)C3)[nH]c2c1 (stereo not given)
-0.6	NS(=O)(=O)c1ccc(CCNC(=O)c2ccc(S(=O)(=O)N3CCCCC3)cc2)cc1
-2.5	CC1(C)CC2(CC(c3ccccc3)Oc3cc(O)ccc32)NC(=S)N1 (stereo not given)
1.6	CCCCn1nnnc1C(c1ccccc1)N1CCN(CCN2CCOCC2)CC1 (stereo not given)
5.7	COC(=O)/C(C#N)=C/c1c(Oc2cc(C)cc(C)c2)nc2ccccn2c1=O
2.3	CC(=O)Nc1ccc(-c2csc(Nc3ncccn3)n2)cc1
0.1	CC(C)C[C@H](NC(=O)c1[nH]cnc1C(=O)N[C@@H](Cc1ccccc1)C(=O)OC(C)(C)C)C(=O)OCc1ccccc1

More compounds.
TTR transcr act	Molecule
-2.3	CC(C)NC(=O)C(=O)Nc1ccc2c(c1)N(S(=O)(=O)c1cccs1)CCC2
0.3	O=C(COC(=O)c1ccc([N+](=O)[O-])o1)Nc1cccc2ccccc12
-0.1	COc1ccc(OC)c(C(C)NC(=O)C23CC4CC(CC(C4)C2)C3)c1 (stereo not given)
-0.8	Cc1ccc(NC(=S)NCCC(c2ccccc2)c2ccccc2)c(C)c1
-0.1	CC(=O)Nc1ccc(/C=N\NC(=O)CNS(=O)(=O)c2ccc([N+](=O)[O-])cc2)cc1
-0.5	O=S1(=O)c2c(cccc2N2CCC[C@H]2CO)O[C@H]2CCN1C2
-3.8	CCOC(=O)c1nc(S(C)(=O)=O)ncc1Cl
1.2	O=C(CS(=O)(=O)c1cccc(C(F)(F)F)c1)Nc1ccccc1Cl

The results go on:
TTR transcr act	Molecule
1.8	CCOc1ccc(CN(CCO)CCO)cc1[N+](=O)[O-]
-1.1	COC(=O)[C@]12C[C@H](CC(=O)N3CCCCC3)C(=O)N(Cc3ccc(Cl)cc3Cl)C1=C[C@H](C1CCCC1)O[C@@H]2C
-1.2	Cc1cccc(C)c1NC(=O)C(c1ccc(C(F)(F)F)cc1)n1c(=O)c(-c2ccco2)nc2ccccc21 (stereo not given)
-2.3	Cc1cccnc1NC(=O)c1cc2ccccc2oc1=O
5.3	O=C(COC(=O)/C=C/c1cccc([N+](=O)[O-])c1)Nc1ccc(Cl)cn1
6.3	COc1ccc(C(=O)CSc2nnc(-c3cccnc3)n2Cc2ccco2)cc1
0.6	Cc1cccc(-c2nc3c(c(=O)c4ccccc4n3C)c(=O)n2-c2ccccc2)c1
3.1	COc1cccc(CNn2cnnc2)c1OCc1ccccc1F
0.1	NC(=O)C1CCN(C(=O)c2cc(S(=O)(=O)N3CCOCC3)ccc2Cl)CC1
4.0	N#Cc1ccsc1NC(=O)CCc1ccccc1

High-throughput results: PubChem, The Scripps Research Institute Molecular Screening Center
